Bioassay records (PubChem)
ASAP1 inh: ASAP1 ArfGAP inhibition; Q9ULH1; inhibition, % at 16.5 µM; AID 624377; ASAP1-stimulated ARF1 GTP hydrolysis, GDP FP detection; 360,000 compounds, 0.19% hits; in the data active = inhibition above about 25%;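 also: 0% = vehicle with enzyme and substrate and 100% = no enzyme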
Target sequence (Q9ULH1 325-724 limits assumed): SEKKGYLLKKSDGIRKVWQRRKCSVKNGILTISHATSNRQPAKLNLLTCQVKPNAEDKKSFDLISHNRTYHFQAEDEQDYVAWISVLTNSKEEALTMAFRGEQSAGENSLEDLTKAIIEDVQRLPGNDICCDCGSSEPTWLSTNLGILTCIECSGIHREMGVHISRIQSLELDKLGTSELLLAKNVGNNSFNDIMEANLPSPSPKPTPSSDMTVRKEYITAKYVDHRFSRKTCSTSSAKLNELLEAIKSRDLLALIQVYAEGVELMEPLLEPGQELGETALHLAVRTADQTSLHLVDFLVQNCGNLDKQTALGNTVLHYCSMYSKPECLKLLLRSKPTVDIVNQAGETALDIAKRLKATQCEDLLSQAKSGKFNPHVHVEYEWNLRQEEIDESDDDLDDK
HTRA1 inhibitor: blocks human HTRA1 serine peptidase; Q92743; recombinant HTRA1, FP-rhodamine activity-based probe, fluorescence polarization; inhibition, % at 5.96 µM; 340,000 compounds, 0.5% hits; AID 504803; in the data active = inhibition above about 36%;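 also: 0% = enzyme with DMSO and 100% = wells lacking enzyme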
Target sequence (Q92743 whole entry, looked up): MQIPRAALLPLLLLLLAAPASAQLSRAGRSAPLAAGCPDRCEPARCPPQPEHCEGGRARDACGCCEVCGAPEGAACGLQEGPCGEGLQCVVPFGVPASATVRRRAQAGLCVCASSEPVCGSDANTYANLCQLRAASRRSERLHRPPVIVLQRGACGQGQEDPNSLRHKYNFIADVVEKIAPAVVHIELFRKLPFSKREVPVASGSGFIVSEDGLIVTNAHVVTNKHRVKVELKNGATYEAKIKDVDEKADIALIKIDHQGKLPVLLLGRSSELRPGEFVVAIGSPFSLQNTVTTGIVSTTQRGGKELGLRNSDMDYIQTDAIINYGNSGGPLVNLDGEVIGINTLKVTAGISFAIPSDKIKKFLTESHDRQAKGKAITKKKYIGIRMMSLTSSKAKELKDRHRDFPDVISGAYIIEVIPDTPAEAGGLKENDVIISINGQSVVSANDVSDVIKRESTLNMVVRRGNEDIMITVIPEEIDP
NPR1 activator: GC-A (human) enzyme activation; P16066; HEK293 GC-A cells, cGMP TR-FRET, EC30 ANP; 0% at EC30 ANP, 100% saturating ANP; activation, % at 10 µM; 370,000 compounds, 0.14% hits; AID 1671463; in the data active = activation above about 40%
NPR2 activator: GC-B (human) receptor activation | P20594 | activation, % at 10 µM | 370,000 compounds, 0.11% hits | AID 1920062 | HEK293-GC-B cells, CNP EC30, cGMP TR-FRET; 0% at EC30 CNP, 100% saturating CNP;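 active = activation at 10 µM reaching about 35% in either raw or pattern-adjusted values, limit read from the data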
rCAG RNA binder: binds r(CAG) RNA repeats. inhibition, % at 3 µM. r(CAG) RNA repeat, TO-PRO-1 dye displacement fluorescence. 370,000 compounds, 1.3% hits. AID 651821;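 active = inhibition above the plate cutoff, the mean of all test compounds on that plate plus 3 SD, cut at about 35% in these data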;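 also: 0% = DMSO alone and 100% = 100 µM mitoxantrone as full dye displacement; higher means more dye released from RNA so lower well fluorescence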
PG9 Ab binder: PG9 antibody binding by small molecule | inhibition, % at 6.7 µM | AID 624416 | TR-FRET gp120-PG9 antibody binding | 360,000 compounds, 0.43% hits; in the data active = inhibition above about 8.5%
mABHD4 FP: inhibitors of mouse ABHD4. Q8VD66. purified mABHD4, FP-Rh probe fluorescence polarization. inhibition, % at 8.92 µM. 370,000 compounds, 0.54% hits. AID 720543;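 active = inhibition exceeding the mean over every tested compound plus 3 SD, cut at about 30% in these data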;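 also: 0% = plate median of compound wells and 100% = S159A mutant with DMSO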
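Assay system: mABHD4 protein; medium: HEPES pH 7.0, NaCl, Pluronic buffer; dosing: 8.92 µM, single dose; schedule: 45 min + 60 min at 25 °C; signal: FP readout, ex 525 nm / em 598 nm; read-out: normalized percent inhibition of probe labeling; repeats: single replicate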
SMARCA2 activ: SMARCA2 function activation, primary screen | activation, % at 9.1 µM | AID 652017 | MG213 cells, MMTV-luciferase reporter, dexamethasone, overnight | 370,000 compounds, 1% hits; in the data active = activation above about 7.8%;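 also: 0% = vehicle wells and 100% = reference activator wells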
ARFGAP1 inhibitor: inhibits rat ARF GTPase activating protein 1; inhibition, % at 16.5 µM; 360,000 compounds, 0.26% hits; Arfgap1-stimulated ARF1 GTP hydrolysis, GDP FP detection; Q62848;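 active = inhibition above a per-plate limit, mean inhibition of low control wells plus 3 SD, cut at about 25% in these data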;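 also: 0% = DMSO wells with enzyme and 100% = wells lacking Arfgap1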
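Material – truncated rat Arfgap1 GAP domain · Buffer or medium – HEPES-based buffer, pH 7.5 · Reagent – human ARF1(Δ1-17)-GTP substrate · Dosing – 16.5 µM single point, 1.26% DMSO · Schedule – GTP hydrolysis reaction 2 h at 25 °C · Technique – GDP detection by fluorescence polarization · Benchmarks – No-Arfgap1 wells (100%) versus DMSO full-reaction wells (0%) · Repeats – single replicate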
NR1D1 modulator: modulates human Rev-erb alpha binding to DNA | Rev-erbα–FITC-DNA binding, fluorescence polarization, 90 min | 370,000 compounds, 0.79% hits | activity, % at 10 µM | P20393;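 active = activity above about 14%, limit read from the data; passing the limit was not always enough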;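 also: 0% = DMSO wells with 35 nM protein and 100% = DMSO wells with 750 nM protein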
The depositor's hits bear a star; x = no result given.

SMILES	ASAP1 inh	HTRA1 inhibitor	NPR1 activator	NPR2 activator	rCAG RNA binder	PG9 Ab binder	mABHD4 FP	SMARCA2 activ	ARFGAP1 inhibitor	NR1D1 modulator
CC1CCCN(S(=O)(=O)c2ccc(NC(=O)C3CCN(C(=O)C(C)(C)C)CC3)cc2)C1 (configuration not stated)	-14	-5	1	3	1	-1.8	-4	-1	-8	-3
Cc1cc(=O)c2cc(NC(=O)c3ccccc3Cl)ccc2[nH]1	3	-10	-3	3	1	-3.2	-6	-1	10	-4
CCCNc1nc(N)nc(-c2cc(Cl)ccc2OC)n1	17	-3	3	0	-5	-0.7	8	0	0	-6
CC(C)Sc1cc(N2CCCC2)nc(-c2ccccc2Cl)n1	-3	-10	-5	-4	-6	0.1	-6	-2	1	0
Cc1cc(C)n(C(=O)C(C)N2C(=O)c3ccccc3C2=O)n1 (configuration not stated)	-21	5	-3	-1	-4	0.9	-8	-2	-11	-5
c1ccc(-c2ccn3nnnc3n2)cc1	-6	3	1	-10	-1	0.9	2	-2	-7	1
Nn1c(SCC(=O)Nc2ccc3c(c2)OCO3)nnc1-c1ccccc1	-12	-2	1	-1	0	-0.5	1	1	7	-4
CCn1c(=O)c2c(nc(SCC(=O)N3CCCC(C)C3)n2C)n(C)c1=O (configuration not stated)	-4	5	2	-1	-5	-1.0	10	0	-12	-3
CC1CN(C(=S)Nc2cccc(F)c2)CC(C)O1 (configuration not stated)	9	6	4	1	-1	-1.4	0	-1	-11	3
CCN(CC(=O)NCc1cccs1)C(=O)c1cccc(S(=O)(=O)NC)c1	-10	-3	3	4	3	0.1	0	0	-3	-3
Cc1cc(-c2n[nH]c(=S)n2-c2ccc(C)c(C)c2)no1	-5	3	-7	2	2	-0.7	-2	-3	9	3
CC1(C)CN(c2ccsc2C(=O)O)C1=O	-4	x	3	-3	-3	-1.8	2	2	-10	9
Cc1cc(S(=O)(=O)N2CCN(c3c(C)cccc3C)CC2)ccc1F	-5	-15	1	-1	-4	-0.7	-4	-1	-4	3
CCn1c(SCC(=O)NC2CCCCC2)nnc1-c1ccccc1F	2	1	-4	3	-3	1.5	-3	-3	7	1
Cn1c(COc2ccccc2)nnc1SCc1nc2ccccc2[nH]1	-10	-4	-4	-1	1	3.0	-2	0	1	-2
NC(=O)C1CCN(c2ccc3c(c2)S(=O)(=O)c2ccccc2C3=O)CC1	18	-1	5	0	-6	-1.4	-5	-1	-11	8
O=C(NC1CCN(C(=O)NCc2ccccc2)CC1)c1ccccc1	-6	7	-2	1	1	1.4	0	-2	7	-4
O=C(O)CCC(=O)Nc1ccc(-c2csc(Nc3cccc4ccccc34)n2)cc1	1	-10	1	1	49*	-3.4	22	-1	-2	3
COc1cc(C(=O)O)ccc1OCc1c(C)noc1C	12	2	2	-3	1	-0.6	-2	-3	-4	-4
c1ccc2c(c1)c1cccc3ccc4cccc2c4c31	17	-1	-1	0	4	-1.2	-4	6	-14	8
N/C(=N\OC(=O)CCCCCN1C(=O)c2ccccc2C1=O)c1ccccn1	0	0	0	-5	-6	0.8	-1	-2	-3	-2
CC(=O)NCc1ccc2[nH]c(C)cc2c1	9	4	0	3	5	-2.5	2	-2	8	5
O=c1[nH]c(CSc2nc3ccccc3s2)nc2ccccc12	0	-9	-1	2	4	1.4	-8	8.4*	6	1
Cc1cc(N)n(-c2ncnc3scc(-c4ccccc4)c23)n1	1	10	3	7	4	-1.0	2	-3	-6	-1
CC(C)CC(=O)Nc1ccc2oc(-c3ccncc3)nc2c1	13	-3	-2	4	-1	-0.3	5	5	7	-5
O=C(CN1C(=O)NC(c2ccccc2)(c2ccccc2)C1=O)NC1CCCCC1	-8	1	-1	3	-1	-1.1	-2	-3	-4	3
CC(C)CNC(=O)C1CCCN1S(=O)(=O)c1ccc(Cl)cc1 (configuration not stated)	-1	4	-1	-3	-2	-2.0	5	3	6	-2
CC1Nc2ccccc2C(=O)N1NC(=O)c1ccc(Br)cc1 (configuration not stated)	7	4	2	-4	1	0.2	0	1	-8	-9
CCOC(=O)Nc1ccc2c(CN3C(=O)NC(CC)(CC)C3=O)cc(=O)oc2c1	-22	x	3	11	10	-0.9	-4	0	13	-4
COc1ccc2nc(C)cc(N3CC(C)OC(C)C3)c2c1 (configuration not stated)	0	-3	-3	3	-6	0.8	-3	3	-9	-3
CCOC(=O)c1sc(N)c(C#N)c1COC(=O)C1=COCCO1	-3	-6	5	4	2	-3.8	-1	3	8	-2
Nc1nc(SCC(=O)Nc2ccc3c(c2)CCC3)n[nH]1	1	1	4	-1	3	-0.8	-6	-3	6	0
CCCNC(=O)C1(C)CCCN(CC(=O)c2ccc3c(c2)OCCO3)C1 (configuration not stated)	4	x	4	8	5	-1.3	1	1	-1	-3
C[C@H](O)[C@@H]1C(=O)N2CCc3c([nH]c4c(-c5ccc6c(c5)OCO6)cccc34)[C@@H]2C[C@@H]1N(C)C(=O)c1ccccc1F	x	x	-5	-10	13	x	-3	-4	x	6
Oc1c(Br)cc(Br)cc1C=NCc1ccc(F)cc1	-10	16	1	-11	3	-1.9	7	2	1	-2
CC1CCCN(S(=O)(=O)c2cc3c4c(c2)C(C)C(=O)N4CCC3)C1 (configuration not stated)	-5	8	3	-1	-1	-0.1	9	-2	1	0
Nc1ccc(C(=O)N/N=C/c2cccc(Oc3ccccc3)c2)cc1	3	3	-2	-4	1	-1.8	2	0	6	0
O=C(CNC(=O)OCc1ccccc1)NCC(=O)NC(Cc1c[nH]c2ccccc12)C(=O)O (configuration not stated)	0	x	4	-4	3	-0.2	-4	-3	-2	1
c1ccc(OCc2cc(-c3ccccc3)no2)cc1	10	-8	3	-4	-4	-1.3	-10	3	1	5
CC1CCCN(C(=O)CCNC(=O)Cn2cnc3ccccc3c2=O)C1 (configuration not stated)	7	-3	-2	2	-2	-1.4	4	0	10	1
O=C(c1n[nH]c2ccccc12)N1CCN(S(=O)(=O)c2ccc(Cl)cc2)CC1	6	-6	-4	-2	6	1.2	-1	-3	0	3
COc1cccc(-c2cc(C(=O)N/N=C/c3cccc(OC)c3OC)c3ccccc3n2)c1	-9	-39	-1	1	15	-0.3	-36	-3	9	-1

Of the compounds above, nine have an NH in an aromatic ring:
SMILES	ASAP1 inh	HTRA1 inhibitor	NPR1 activator	NPR2 activator	rCAG RNA binder	PG9 Ab binder	mABHD4 FP	SMARCA2 activ	ARFGAP1 inhibitor	NR1D1 modulator
Cc1cc(=O)c2cc(NC(=O)c3ccccc3Cl)ccc2[nH]1	3	-10	-3	3	1	-3.2	-6	-1	10	-4
Cc1cc(-c2n[nH]c(=S)n2-c2ccc(C)c(C)c2)no1	-5	3	-7	2	2	-0.7	-2	-3	9	3
Cn1c(COc2ccccc2)nnc1SCc1nc2ccccc2[nH]1	-10	-4	-4	-1	1	3.0	-2	0	1	-2
CC(=O)NCc1ccc2[nH]c(C)cc2c1	9	4	0	3	5	-2.5	2	-2	8	5
O=c1[nH]c(CSc2nc3ccccc3s2)nc2ccccc12	0	-9	-1	2	4	1.4	-8	8.4*	6	1
Nc1nc(SCC(=O)Nc2ccc3c(c2)CCC3)n[nH]1	1	1	4	-1	3	-0.8	-6	-3	6	0
C[C@H](O)[C@@H]1C(=O)N2CCc3c([nH]c4c(-c5ccc6c(c5)OCO6)cccc34)[C@@H]2C[C@@H]1N(C)C(=O)c1ccccc1F	x	x	-5	-10	13	x	-3	-4	x	6
O=C(CNC(=O)OCc1ccccc1)NCC(=O)NC(Cc1c[nH]c2ccccc12)C(=O)O (configuration not stated)	0	x	4	-4	3	-0.2	-4	-3	-2	1
O=C(c1n[nH]c2ccccc12)N1CCN(S(=O)(=O)c2ccc(Cl)cc2)CC1	6	-6	-4	-2	6	1.2	-1	-3	0	3

SMARCA2 activ, what is marked active above
canonical_smiles | ASAP1 inh | HTRA1 inhibitor | NPR1 activator | NPR2 activator | PG9 Ab binder | SMARCA2 activ | ARFGAP1 inhibitor | NR1D1 modulator
O=c1[nH]c(CSc2nc3ccccc3s2)nc2ccccc12 | 0 | -9 | -1 | 2 | 1.4 | 8.4* | 6 | 1
